# GLD-1 TGE inh – GLD-1-TGE RNA interaction inhibition (C. elegans); purified GLD-1 + fluorescein TGE RNA, fluorescence polarization; inhibition, % at 5.96 µM; Q17339; 320,000 tested, 0.44% active;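 active = percent inhibition above a per-plate cutoff, the plate mean of test compounds plus 3 SD, cut at about 30% in these data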;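 also: 0% = DMSO wells with GLD-1 and probe and 100% = wells lacking GLD-1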
# Target sequence (Q17339 whole entry, looked up): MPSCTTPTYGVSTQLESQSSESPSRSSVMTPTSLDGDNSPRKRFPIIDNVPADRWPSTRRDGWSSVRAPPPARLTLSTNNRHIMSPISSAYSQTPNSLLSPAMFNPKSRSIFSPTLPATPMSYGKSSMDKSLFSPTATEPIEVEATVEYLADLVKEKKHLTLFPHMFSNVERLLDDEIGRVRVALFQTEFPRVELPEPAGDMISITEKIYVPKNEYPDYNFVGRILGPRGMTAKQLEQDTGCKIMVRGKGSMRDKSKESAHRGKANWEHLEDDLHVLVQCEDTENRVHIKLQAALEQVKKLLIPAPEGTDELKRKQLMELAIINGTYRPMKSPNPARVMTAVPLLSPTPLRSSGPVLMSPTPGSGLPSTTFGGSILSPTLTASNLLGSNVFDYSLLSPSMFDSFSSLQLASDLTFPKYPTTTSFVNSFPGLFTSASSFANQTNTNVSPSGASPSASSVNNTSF
# GRK2 aptamer HTS – inhibitors of human GRK2 displacing RNA aptamer; inhibition of aptamer binding, % at 10 µM; bead flow cytometry, FAM-aptamer displacement from GRK2; 330,000 tested, 0.59% active;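 active = inhibition of aptamer binding above 40%, roughly 3 SD of noise, on plates passing a quality check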;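 also: median bead fluorescence of bound FAM aptamer so fluorescent compounds give negative values; no value below 0 was filed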
# Fam108B counter – blocks mouse Fam108B hydrolase in RBBP9 counter-screen; recombinant Fam108B, FP-Rh probe fluorescence polarization; AID 1947; 300,000 tested, 0.33% active; inhibition, % at 9.51 µM;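 active = inhibition above the screen mean inhibition plus 3 SD, computed separately per campaign, cut at about 18% in these data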;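 also: inhibitors lower polarization as less probe binds the enzyme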
# PME-1 primary – blocks human protein phosphatase methylesterase 1; Q9Y570; recombinant PME-1, FP-Rh probe fluorescence polarization; inhibition, % at 5.9 µM; 320,000 tested, 0.53% active; AID 2130;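 active = inhibition above the campaign mean of all compounds plus 3 SD, cut at about 26% in these data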;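 also: competitive labeling of PME-1 active site by serine hydrolase directed probe; 0% = PME-1 with DMSO and 100% = wells lacking PME-1 enzyme; inhibitors block probe labeling so polarization falls and inhibition rises; many of its hits are not listed in these tables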
# Efflux pump inh – antifungal efflux pump inhibition, Nile Red retention. 330,000 tested, 0.44% active. S. cerevisiae Candida pump triplex. inhibition, % at 10 µM. AID 485275;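 active = plate passing quality check with inhibition over a set limit, or well fluorescence over plate mean plus 4 SD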;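 also: Nile Red retained in pooled yeast measured as flow cytometry median fluorescence; 0% = buffer negative control and 100% = Enniatin B positive control; higher means more Nile Red kept so more efflux inhibition; some compounds called inactive have numbers as strong as hits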
# BCLXL inh – inhibitors of human Bcl-xL | Q07817 | GST-Bcl-xL / FITC-Bim BH3 peptide fluorescence polarization | inhibition, % at 10.9 µM | 320,000 tested, 0.7% active;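 active = inhibition above the mean of all tested compounds plus 3 SD, cutoff set per campaign, cut at about 30% in these data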;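 also: 0% = DMSO wells and 100% = unlabeled Bim-BH3 peptide competitor; inhibitors lower millipolarization by displacing the labeled peptide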
# VLA-4 inh – inhibition in a human VLA-4 binding assay; P13612; VLA-4 expressing cells, ligand binding flow cytometry; inhibition, % (about 7 µM as worked out from the volumes in the protocol); 330,000 tested, 0.2% active; AID 2557; in the data active = inhibition above about 50%
# MCL1-BIM inh – inhibitors of human MCL1 binding to BIM-BH3 peptide; Q07820; GST-MCL1 / FITC-Bim-BH3 fluorescence polarization; inhibition, % at 10.9 µM; 320,000 tested, 0.68% active; AID 2057;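 active = inhibition above the mean inhibition of all tested compounds plus 3 SD, set per campaign, cut at about 40% in these data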;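 also: 0% = DMSO wells and 100% = unlabeled Bim-BH3 peptide control; higher means more loss of mP so more displacement of Bim peptide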
# MEX-5 binding – C. elegans MEX-5 TCR-2 RNA binding activity; 300,000 tested, 0.38% active; MEX-5/FITC-TCR2 RNA binding, fluorescence polarization; stronger effect = lower value; AID 1832; activity score (negative = inhibition of binding), % at 10 µM;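 active = inhibition past about -25% in most replicates, and total fluorescence under double the plate's negative control median, limit read from the data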;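 also: 0% = DMSO and -100% = 5 µM competing unlabeled TCR2 RNA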
# Target sequence (Q9XUB2 whole entry, looked up): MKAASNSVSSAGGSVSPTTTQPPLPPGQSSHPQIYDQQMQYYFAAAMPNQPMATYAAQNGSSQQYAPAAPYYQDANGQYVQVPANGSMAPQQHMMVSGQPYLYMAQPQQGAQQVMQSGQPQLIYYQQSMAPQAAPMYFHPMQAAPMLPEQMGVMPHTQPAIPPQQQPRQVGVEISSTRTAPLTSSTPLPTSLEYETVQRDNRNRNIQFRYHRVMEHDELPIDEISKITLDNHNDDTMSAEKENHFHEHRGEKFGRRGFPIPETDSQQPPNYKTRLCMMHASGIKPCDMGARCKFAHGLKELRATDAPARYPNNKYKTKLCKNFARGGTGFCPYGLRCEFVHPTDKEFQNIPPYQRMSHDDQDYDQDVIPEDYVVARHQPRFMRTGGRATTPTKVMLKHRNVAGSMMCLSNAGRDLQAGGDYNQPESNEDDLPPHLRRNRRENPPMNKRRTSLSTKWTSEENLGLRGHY
# Starred values were filed as active, the others as inactive; nt = no result given.
SMILES,GLD-1 TGE inh,GRK2 aptamer HTS,Fam108B counter,PME-1 primary,Efflux pump inh,BCLXL inh,VLA-4 inh,MCL1-BIM inh,MEX-5 binding
COc1ccc(-c2nc(-c3ccccc3)ncc2S(C)(=O)=O)cc1,3,0,-6,-6,0.2,4,0,-1,1.5
Cc1nc(NC(=O)CN2CCOCC2)sc1C(=O)N(C)C,4,0,2,-2,0.0,8,5,11,-1.4
COc1ccc(C(=O)N/C(=C\c2ccc3c(c2)OCO3)C(=O)Nc2cccc(C(=O)O)c2)cc1,2,0,-4,-11,0.1,7,3,2,1.5
CC1=CC2=NC(=O)/C(=C\c3cccn3CCOc3cccc(C)c3)C(=N)N2O1,1,0,-4,-5,-0.3,1,23,2,1.0
COC(=O)c1nc[nH]c1C(=O)OC,-3,2,-2,4,0.0,4,8,5,-3.2
CCCOc1ccc(/C(O)=C2/C(=O)C(=O)N(CCOC)C2c2cccnc2)cc1 (stereo unspecified),3,4,3,1,-0.1,5,-1,0,0.6
Cc1ccc2c(c1)C1CN(C)CCC1N2C(=S)Nc1ccc(OC(F)F)cc1 (stereo unspecified),-2,0,1,-1,-0.1,6,11,3,-3.0
Cc1ccccc1OCC(=O)OCC(=O)c1ccc[nH]1,-6,1,nt,-3,0.2,4,35,7,nt
CCN(CC(=O)NCc1cccs1)C(=O)c1cccc(S(=O)(=O)Nc2ccccc2OC)c1,-1,0,-2,-1,0.0,-1,-1,-2,0.5
Cc1cc(Nc2ccccc2C(=O)O)n(-c2cccc(Cl)c2)n1,6,1,2,-2,0.3,6,-30,2,0.1
COc1ccc(-c2ccc(CCC(=O)O)n2-c2ccccc2O)cc1,4,0,2,-1,0.0,-5,0,-10,-1.2
Cc1ccc(C(=O)NCCCN2CCOCC2)cc1,0,2,2,11,0.0,5,10,2,0.5
CCN(CC)C(=O)c1cnn(-c2ccccc2)c1NC(=O)c1cccs1,-2,0,2,4,0.3,2,-6,-6,-2.8
Cc1cc(C)c(NC(=O)CCN2CCN(Cc3ccccc3)CC2)c(C)c1,2,0,-1,-10,0.0,-1,-1,-4,nt
CC1(CC(=O)N/N=C/c2cc(Br)c(O)cc2O)OCCO1,12,0,3,-2,0.1,1,14,0,29

# A draw from above in order of SMILES length, lowest first.
SMILES,GLD-1 TGE inh,GRK2 aptamer HTS,Fam108B counter,PME-1 primary,Efflux pump inh,BCLXL inh,VLA-4 inh,MCL1-BIM inh,MEX-5 binding
COC(=O)c1nc[nH]c1C(=O)OC,-3,2,-2,4,0.0,4,8,5,-3.2
CC1=CC2=NC(=O)/C(=C\c3cccn3CCOc3cccc(C)c3)C(=N)N2O1,1,0,-4,-5,-0.3,1,23,2,1.0
COc1ccc(C(=O)N/C(=C\c2ccc3c(c2)OCO3)C(=O)Nc2cccc(C(=O)O)c2)cc1,2,0,-4,-11,0.1,7,3,2,1.5

# (next part)
SMILES,GLD-1 TGE inh,GRK2 aptamer HTS,Fam108B counter,PME-1 primary,Efflux pump inh,BCLXL inh,VLA-4 inh,MCL1-BIM inh,MEX-5 binding
COc1ccc(-c2nc(CS(=O)(=O)CC(=O)NCCCN3CCOCC3)c(C)o2)cc1,6,1,-1,-6,0.1,2,6,-1,1.6
O=C(Nc1cccc(NC(=S)NC(=O)c2cccs2)c1)c1ccccc1,-1,0,-3,-2,8.0*,7,4,12,0.2
COc1cc2[nH]c(=O)n(CCCCCC(=O)NCCCN3CCC(C)CC3)c(=O)c2cc1OC,6,1,-2,5,0.0,0,14,1,-1.1
COc1ccc(NC(=O)NN2CCN(C)CC2)cc1,nt,3,nt,nt,0.0,nt,9,nt,-0.5
CCCC(=O)N1CCN(c2ccc(NC(=O)c3ccc4c(c3)OCCO4)cc2)CC1,0,1,-2,0,-0.1,-2,-1,-2,0.7
COC(=O)c1cc(S(=O)(=O)n2nc(C)c(Br)c2C)c(Cl)cc1Cl,1,5,-1,1,-0.1,10,-3,5,1.5
C=CCN(Cc1cc(OC)ccc1OC)S(=O)(=O)N(C)C,12,5,2,-1,0.0,0,-6,2,-0.1
CSc1n[nH]c(NC(=O)c2c(-c3c(Cl)cccc3Cl)noc2C)n1,3,0,-5,0,0.4,1,28,-7,1.9
N#Cc1cc2c(nc1SCc1ccccc1)CCCCC2,-5,0,-5,-7,-0.3,-1,21,5,1.5
Cn1nc(C(=O)OCC(=O)c2ccc[nH]2)c2ccccc2c1=O,4,5,3,2,0.2,2,1,-3,-1.6
O=Cc1ccc(OCCOc2ccc([N+](=O)[O-])cc2)cc1,-1,0,0,-1,-0.1,2,-5,4,-2.2
Cc1cccc(Oc2nccc(C(F)(F)F)c2C(=O)Nc2ccc(F)cc2F)c1,1,3,-1,-4,-0.2,-1,25,5,-0.2
CCOC(=O)N1CCN(S(=O)(=O)c2ccc(NC(C)=O)cc2)CC1,4,0,4,-2,0.0,6,-7,8,0.8
COCCNC(=O)Cc1cn(C)c2ccccc12,5,2,1,4,-0.1,1,8,1,0.5
C=CCNC(=O)C1(c2ccccc2)CC1(Cl)Cl (stereo unspecified),7,0,1,2,0.0,3,18,1,-0.6
O=C(c1ccc2oc(CCc3ccccc3)nc2c1)N1CC[C@H](O)C1,0,4,6,6,0.0,6,8,6,-3.8
CCOc1ccc(NC(=O)Nc2cccnc2)cc1,0,0,-1,1,0.1,6,7,6,0.0
CC(=O)c1ccc(NCC(=O)N2CCN(c3ccccc3)CC2)cc1,-6,0,-6,4,0.1,-10,10,-18,nt
O=C(CN1C(=O)CCS(=O)(=O)c2ccccc21)Nc1cccc(F)c1,5,5,1,-4,0.0,4,2,9,-0.9
Cc1nn(-c2ccccc2)c(C)c1CN(C)C(=O)c1ccc(S(=O)(=O)NCc2ccco2)cc1,4,0,nt,3,0.2,1,-14,-3,nt
Cc1c(NC(=O)c2ccc(=O)oc2)c(=O)n(-c2ccccc2)n1C,-3,1,-6,2,0.0,7,2,4,-5.5
O=C(CCC(=O)Nc1ccccc1)N/N=C/C=C/c1ccccc1,7,0,3,-2,-0.4,6,-4,9,2.2
N#Cc1ccccc1NC(=O)C1SC(=Nc2ccccc2)C(C(=O)Nc2ccc(Cl)cc2)=C1N (stereo unspecified),-11,0,-24,-36,-0.3,-3,-4,0,0.4
CCN(CC)c1ccc2oc(=O)c(C)nc2c1,-16,4,-11,-9,-0.1,31*,-44,7,6.9
COc1ccc(CNC(=O)C2(CC(=O)NC(C)(C)C)CCCC2)cc1,-2,2,-6,-1,0.0,0,2,-1,1.4
COc1ccc(CC(=O)OCC(=O)NC2CCCC(C)C2C)cc1OC (stereo unspecified),1,0,nt,nt,0.0,nt,3,nt,nt
O=C(NCCc1ccco1)C(=O)NCCC1CCCCN1S(=O)(=O)c1ccccc1 (stereo unspecified),6,3,1,1,0.0,0,-4,-10,1.0
CCOC(=O)c1c(NC(=O)CSc2nnc(C)o2)sc(C)c1C,2,1,0,2,-0.1,2,7,-4,1.9
Cc1ccc(S(=O)(=O)NN=C2CCN(Cc3ccccc3)CC2)cc1,-1,0,1,5,0.1,-8,17,-5,-1.1
CCO[C@H]1OC(C(=O)N2CCN(C)CC2)=C[C@@H](c2csc3ccccc23)[C@@H]1CCCO,4,1,-1,0,0.3,3,15,1,2.6
CCOC(=O)CN1C(=O)S/C(=C\c2ccc(-c3ccc(C(=O)O)c(Cl)c3)o2)C1=O,10,39,-2,0,-0.1,3,-3,14,-3.3
c1ccc(-n2cnc3cc(NCc4cccs4)ccc32)cc1,5,0,4,5,0.1,1,-3,9,-1.6
O=[N+]([O-])c1cccc(C2CC(c3ccccc3)=NN2c2ccccc2)c1 (stereo unspecified),2,3,6,-4,0.1,4,4,-2,0.9
Cc1ccc(S(=O)(=O)N2CCCN(c3nc4cc(C)ccc4cc3C#N)CC2)cc1,-2,2,-9,0,0.1,4,2,-3,3.0

# Part of the list above, with tabs:
SMILES	GLD-1 TGE inh	GRK2 aptamer HTS	Fam108B counter	PME-1 primary	Efflux pump inh	BCLXL inh	VLA-4 inh	MCL1-BIM inh	MEX-5 binding
Cc1c(NC(=O)c2ccc(=O)oc2)c(=O)n(-c2ccccc2)n1C	-3	1	-6	2	0.0	7	2	4	-5.5
O=C(CCC(=O)Nc1ccccc1)N/N=C/C=C/c1ccccc1	7	0	3	-2	-0.4	6	-4	9	2.2
N#Cc1ccccc1NC(=O)C1SC(=Nc2ccccc2)C(C(=O)Nc2ccc(Cl)cc2)=C1N (stereo unspecified)	-11	0	-24	-36	-0.3	-3	-4	0	0.4
CCN(CC)c1ccc2oc(=O)c(C)nc2c1	-16	4	-11	-9	-0.1	31*	-44	7	6.9
COc1ccc(CNC(=O)C2(CC(=O)NC(C)(C)C)CCCC2)cc1	-2	2	-6	-1	0.0	0	2	-1	1.4
COc1ccc(CC(=O)OCC(=O)NC2CCCC(C)C2C)cc1OC (stereo unspecified)	1	0	nt	nt	0.0	nt	3	nt	nt
O=C(NCCc1ccco1)C(=O)NCCC1CCCCN1S(=O)(=O)c1ccccc1 (stereo unspecified)	6	3	1	1	0.0	0	-4	-10	1.0
CCOC(=O)c1c(NC(=O)CSc2nnc(C)o2)sc(C)c1C	2	1	0	2	-0.1	2	7	-4	1.9
Cc1ccc(S(=O)(=O)NN=C2CCN(Cc3ccccc3)CC2)cc1	-1	0	1	5	0.1	-8	17	-5	-1.1
CCO[C@H]1OC(C(=O)N2CCN(C)CC2)=C[C@@H](c2csc3ccccc23)[C@@H]1CCCO	4	1	-1	0	0.3	3	15	1	2.6
CCOC(=O)CN1C(=O)S/C(=C\c2ccc(-c3ccc(C(=O)O)c(Cl)c3)o2)C1=O	10	39	-2	0	-0.1	3	-3	14	-3.3
c1ccc(-n2cnc3cc(NCc4cccs4)ccc32)cc1	5	0	4	5	0.1	1	-3	9	-1.6
O=[N+]([O-])c1cccc(C2CC(c3ccccc3)=NN2c2ccccc2)c1 (stereo unspecified)	2	3	6	-4	0.1	4	4	-2	0.9
Cc1ccc(S(=O)(=O)N2CCCN(c3nc4cc(C)ccc4cc3C#N)CC2)cc1	-2	2	-9	0	0.1	4	2	-3	3.0

# The list is partial (hit frequency here may not be typical).
